# High-throughput results: PubChem, University of Kansas High Throughput Screening Laboratory
# mHTT-CaM PPI inh = inhibitors of human mutant huntingtin-calmodulin interaction. hit rate 3.6% among 190,000. P42858. AID 1671202. AlphaScreen His-mHTT/GST-CaM binding, luminescence. inhibition, % at 15 µM;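 also: 0% = both proteins with DMSO and 100% = one protein alone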
# Pf apPOL inh = Pf-apPOL DNA polymerase inhibition; Recombinant Pf-apPOL, molecular beacon fluorescence, 1.5 h; inhibition, % at 10 µM; hit rate 0.25% among 210,000; AID 1794808
# * = called active by the depositor; i = inactive; . = not tested or not shown; & = joins results of further samples. Rule as the data show it: active = inhibition above about 50%; inactive = the rest.
SMILES,mHTT-CaM PPI inh,Pf apPOL inh
CC(=O)N1c2c(cc(Br)cc2S(=O)(=O)NC2CCCc3ccccc32)CC1C (configuration not stated),-5,-4
CC(C)Cn1c(=O)c2cc(C(=O)NC3CCCCC3)nn2c2ccccc21,-8,-2
Cc1cc(OCC(=O)Nc2cc(F)ccc2C)nc(N2CCCCC2)n1,17,1
CCOc1ccc(S(=O)(=O)Nc2ccc(F)cc2)c2cccnc12,15,2
COC(=O)N1CCC(CNC(=O)C=Cc2cc(OC)c(OC)c(OC)c2)CC1,6,-2
Cc1ccsc1C(=O)N1CCCC(c2nc(-c3cnccn3)n[nH]2)C1 (configuration not stated),21,19
CC(C)(C)OC(=O)NCc1ccccc1/C=C/S(=O)(=O)NC1CCCC1,-8,-5
O=C1C(=O)N(Cc2ccc(F)cc2)c2ccccc21,45&42,0&-4
C[C@H]1COc2cc(N3CCSCC3)ccc2S(=O)(=O)N1,-12,-8
COc1ccc(C2=NOC(C(=O)NCc3ccccc3)C2)cc1 (configuration not stated),-4,4
O=C(Nc1cccc(C(F)(F)F)c1)c1ccc([N+](=O)[O-])o1,.,-2&-4
CCCNC(=O)c1nc2ccccn2c1-c1ccsc1,-3,-1
COc1ccc(C(=O)NCC2Cc3cc(F)ccc3O2)c(OC)c1 (configuration not stated),3,-2
Cc1ccc(NC(=O)OC(C)(C)C)s1,-4,.
CC(C)CC(=O)N1CCN(S(=O)(=O)c2ccc(Cl)cc2)CC1,-6,-4
COc1ccc(Cl)cc1NC(=O)N1CCc2nc[nH]c2C1,2,-5
Cc1cc(C)c(S(=O)(=O)N2CCCC2c2nc(-c3ccc(F)cc3)no2)cc1C (configuration not stated),-18,6
CCN(CC)C(c1cccs1)c1c(O)[nH]c(=O)[nH]c1=O (configuration not stated),2,3
CC(=O)Nc1nc([N+](=O)[O-])n(-c2ccccc2)n1,15,-8
c1ccc(-c2cc(-c3ccccc3)on2)cc1,.,2
COc1ccccc1OCCCCN1CCOCC1,-6,-8
COc1cc(CNCc2ccncc2)cc(OC)c1OC,-1,3
O=C(NCCc1ccc(F)cc1)c1ccc([N+](=O)[O-])cc1Cl,0,-2
Cc1cc(C)cc(N=C2NC(=O)/C(=C/c3ccccc3)S2)c1,7,1
O=C(c1ccncc1)N1CCN(C2CCCCC2)CC1,-3,-3

# More records
SMILES,mHTT-CaM PPI inh,Pf apPOL inh
COc1cccc(CC(=O)Nc2cccn3c(C)nnc23)c1,-2,-1
O=C(NCc1ccc(-n2ccnc2)cc1)C1CC1,6,1
CC(C(=O)NCCN1CCCC1)C1CCN(S(=O)(=O)c2ccc(Cl)s2)CC1 (configuration not stated),-1,-1
COc1cccc(/C=C2\N=C(c3ccc(OC)cc3Br)OC2=O)c1,5,-5
CN(C)c1ccc(C=Cc2ccccc2)cc1,.,-2
Cn1nc(-c2nc(-c3ccccc3F)no2)c2c1CCN(C(=O)c1ccncc1)C2,3,-2
O=C(CN(Cc1ccccc1)S(=O)(=O)c1ccc(Br)cc1)N1CCOCC1,3,-14
O=C(O)c1cc2cc(Cc3cccnc3)ccc2o1,.,11
COc1ccc(N(C(C)C(=O)Nc2ccc3c(c2)OCO3)S(C)(=O)=O)cc1 (configuration not stated),5,-4
COc1cc(OC)c(NC(=O)C2CCn3c(nc4ccccc43)C2)cc1Cl (configuration not stated),3,-6
Cc1ccc2sc(N3CCN(C(=O)c4cc(=O)c5ccccc5o4)CC3)nc2c1C,-5,-2
Cc1ccc(NC(=O)/C=C2\SC(=O)N(CN3CCCCC3)C2=O)cc1,-5,-6
O=C1CCCC2=C1C(c1ccc(Cl)cc1)C1C(=O)c3ccccc3C1=N2 (configuration not stated),66*,11
CCSc1ccccc1C(=O)Nc1nc(-c2ccc(OC)cc2OC)cs1,-12,-4
Cc1nc(OCC(=O)Nc2ccccc2Br)c2ccccc2n1,-5,0
CCCCc1c(C)nc(N/N=C(\C)CC)[nH]c1=O,i,.
O=C1CSC(c2cccc(C(F)(F)F)c2)N1c1ccc(I)cc1 (configuration not stated),-25,2
CCOc1ccc2cc(C3CC(c4ccc(Br)cc4)=NN3C(=O)CC)c(=O)[nH]c2c1 (configuration not stated),5,0
Nc1ccc(S(=O)(=O)N2CCCCC2)cc1,-3&-4,-1&-2
CC1CCc2c(sc(NC(=O)c3cc4ccccc4o3)c2C#N)C1 (configuration not stated),-4,0
Cc1ccc(CNC(=O)C2CC(=O)N(c3ccc4c(c3)CCN4C(=O)C3CC3)C2)cc1 (configuration not stated),-3,-8
O=C(NCCc1ccccc1)c1c[nH]c2ccc(S(=O)(=O)Nc3ccccc3F)cc2c1=O,7,-16
COc1c(C(=O)ON=Cc2ccc(Cl)cc2Cl)csc1Cl,.,-3
O=C(NCc1ccc(Cl)cc1)C1CCN(C(=O)Cc2ccccc2)CC1,17,0
CCCN1C(=O)C(=Cc2cc(OC)c(OC)cc2OC)NC1=S,5,-9

# Entries above with two or more sulfur atoms (three):
SMILES,mHTT-CaM PPI inh,Pf apPOL inh
C[C@H]1COc2cc(N3CCSCC3)ccc2S(=O)(=O)N1,-12,-8
CC(C(=O)NCCN1CCCC1)C1CCN(S(=O)(=O)c2ccc(Cl)s2)CC1 (configuration not stated),-1,-1
CCSc1ccccc1C(=O)Nc1nc(-c2ccc(OC)cc2OC)cs1,-12,-4

# Continued.
SMILES,mHTT-CaM PPI inh,Pf apPOL inh
O=C(Nc1ccc(Cl)c(Cl)c1)Nc1ccccc1O,7,-4
O=C(C[n+]1ccc(/C=N/O)cc1)N(Cc1ccccc1)Cc1ccccc1,i,-3
N#C/C(=C\c1ccc(Br)s1)C(N)=S,21,.
O=C(NCC1COc2ccccc2O1)c1ccc([N+](=O)[O-])cc1 (configuration not stated),-4,15
CCCN1CCN(CCCNC(=O)c2noc3c2CCCCC3)CC1,-4,-2
O=[N+]([O-])c1cccc(C=Nc2ccc3nc(-c4ccc(F)cc4)[nH]c3c2)c1,29,3
CC(C)(Oc1ccc(Cl)cc1)C(=O)N1CCN(c2ccc([N+](=O)[O-])cc2)CC1,2,2
O=C(NCc1ccccc1)c1cccs1,-12,-14
COc1ccc(Cl)cc1S(=O)(=O)n1c(C)nc2ccccc21,12,17
O=C(/C=C/c1ccc(Cl)cc1Cl)Nc1ccccc1F,-14,-12
Cc1onc(-c2ccccc2)c1[N+](=O)[O-],-2,-8
CCNC(=O)NC1CCN(C(=O)C2CCCC2)C1 (configuration not stated),-1,-2
Cc1ccc(-c2nc(C#N)c(N3CCCCC3)o2)cc1,21,16
Cc1cc(C)c(NC(=O)CCC(=O)N2CCCn3nc(C)cc32)c(C)c1,9,1
CCOc1ccc(-c2n[nH]c(C)c2Oc2ccc(F)cc2)c(O)c1,26,-1
CN=C1S/C(=C\c2ccc(-c3cccc(Cl)c3C)o2)C(=O)N1C,-16,2
CC(C)CNC(=O)C1CC(=O)N(c2ccc(C(C)C)cc2)C1 (configuration not stated),2,0
Cc1cc(C)cc(N=c2oc3c(C)ncc(CO)c3cc2C(N)=O)c1,1,-2
COc1ccccc1OCC(=O)N1CCN(c2nc(CN3CCC(C)CC3)cs2)CC1,7,-4
COc1ccc(S(=O)(=O)N2CCCC(C(F)(F)F)C2)cc1 (configuration not stated),-7,0
Cc1ccc(-n2cc(C(=O)NCc3ccccn3)nn2)cc1,-7,-8
CCCC(=O)OCC1CN(Cc2ccco2)S(=O)(=O)c2c(F)cccc2O1 (configuration not stated),6,2
O=C(c1cnccn1)N(Cc1cccs1)C1(C(=O)NC2CCCC2)CCCCC1,0,0
CCc1ccc(NC(=O)C(=O)NCCN2CCN(C(=O)c3ccc(OC)c(OC)c3)CC2)cc1,17,1
COc1ccc(C2=N/C(=C\c3coc4ccc(Cl)cc4c3=O)C(=O)O2)cc1OC,6,-6

# Continued.
SMILES,mHTT-CaM PPI inh,Pf apPOL inh
Cc1cccc(NC(=O)CSc2nccc(N3CCCCCC3)n2)c1,-6,4
O=C1c2ccccc2NC(c2ccc(Cl)cc2Cl)N1O (configuration not stated),32,-4
COc1ccc2c(c1OC)C(=O)N(c1ccc(I)cc1)C2,-4,1
COC(CNC(=O)c1ccc(Cn2nnc3ccccc3c2=O)cc1)OC,12,-6
CN(C)S(=O)(=O)c1ccc(C(=O)N(CCc2ccccc2)Cc2ccccn2)cc1,-5,-15
NC(=NO)c1ccc(Cl)cc1,.,-12
COCCNC(=O)C1(C)CCC(=O)N1Cc1cccs1 (configuration not stated),2,5
CC(C)C1N=C2c3ccccc3N=C(SCC#N)N2C1=O (configuration not stated),4,-4
CCCc1cc(N2CCOCC2)n2c(nc3ccccc32)c1C#N,-2,-7
Cc1nnc(SCC2=C(C(=O)O)N3C(=O)C(NC(=O)Cn4cnnn4)C3SC2)s1 (configuration not stated),0,.
O=S(=O)(c1cccnc1Nc1cccc(F)c1)N1CCCC1,-48,-2
Cc1ccc(C(=O)Nc2ccc(-n3c(C)nc4ccccc4c3=O)cc2)s1,32,-10
CC1CCCN(CC2CCN(S(=O)(=O)CCc3ccccc3)CC2)C1 (configuration not stated),-1,-7
CC(C)(C)c1ccc(NC(=O)Nc2ccc(N3CCCCC3)cc2)cc1,.,-6
O=C(Nc1cc(-c2ccccc2)nn1CCO)c1ccccc1C(F)(F)F,-15,-4
CN(CCc1ccccc1)C(=O)C1CCc2nc(N3CCOCC3)ncc2C1 (configuration not stated),1,-10
Cc1nn2c(N)cc(-c3ccccc3)nc2c1-c1ccccc1,83*,1
O=C1Nc2ccccc2Oc2cc([N+](=O)[O-])cc(Oc3ccc(Cl)cc3)c21,51*,-2
CC1=C(/C=C/c2ccc(Cl)cc2Cl)C(=O)c2ccccc2C1=O,68*,-6
Cc1cc(C)c2c(c1)OC(N)(C(Cl)(Cl)Cl)CC2=O (configuration not stated),-8,-3
O=C(CSc1ccc(F)cc1)N(Cc1ccsc1)C1CC1,-21,-1
COC(=O)c1c(NC(=O)CSc2ncnc3[nH]ncc23)sc2c1CCC2,-8,-5
Cc1ccc(NC(=O)N2CC3CCCN3c3ccccc32)cc1C (configuration not stated),84*,3
COc1cccc(CN(C)C2CCN(C)CC2)c1,-11,8
Cn1cc(CCNC(=O)c2ccc(Br)o2)c2cccnc21,6,-1

# More structures follow:
SMILES,mHTT-CaM PPI inh,Pf apPOL inh
O=C(c1ccc(-n2nnc3ccccc3c2=O)cc1)N1CCN(c2ccccn2)CC1,19,-2
CCOC(CCn1c(SCC(=O)Nc2ccccc2Cl)nc2ccccc2c1=O)OCC,1,-11
CCOc1cc(C2C=C(c3cccc(Br)c3)Nc3ncnn32)ccc1OC(F)F (configuration not stated),-9,-8
c1ccc(-c2ccc(CN3CCN(c4ncccn4)CC3)cc2)cc1,1,-4
Oc1ccc(Cl)cc1C1=NNC(c2ccc3c(c2)OCCO3)C1 (configuration not stated),63*,-3
CCOC(=O)C(CCC#N)(CCC#N)C(C)=O,.,0
COc1ccccc1-c1nc(C2CCCN(C(=O)c3cc(F)ccc3Cl)C2)no1 (configuration not stated),9,-6
COc1cccc(-n2nnc(C(=O)NCCc3cccs3)c2C)c1,15,-7
Cc1[nH]nc2c1C(c1ccc(Br)cc1F)C(C#N)=C(N)O2 (configuration not stated),7,-2
CCCOc1nccnc1NC1CCN(C(=O)NCc2ccco2)CC1,8,-2
CCOc1ccc2nc(NC(=O)c3ccc(=O)n(Cc4cccc(F)c4)c3)sc2c1,1,-2
COc1ccc(-c2cn3ccn(-c4cccc(Cl)c4C)c(=O)c3n2)cc1OC,2,-1
CCCSc1nc2ccccc2n1CC(=O)O,-8,2
O=C(NCCN1CCOCC1)C1CCc2sc(C(=O)N3CCCCCC3)cc2C1 (configuration not stated),5,-2
COc1cccc(N2[C@@H](CC(C)=O)c3ccc(/C=C/C(C)=O)cc3S2(=O)=O)c1,18,2
CCCCCCCCCCCC(=O)Nc1cc(Cl)c(Cl)cc1Cl,.,1
C[C@H]1COc2cc(N3CC[C@H](O)C3)ccc2S(=O)(=O)N1,-8,-1
Brc1c(Br)c(Br)c2n[nH]nc2c1Br,.,-3
COc1ccc(N2C(=O)CSC2c2cccc(Br)c2)cc1 (configuration not stated),3,-3
O=C(CN(c1ccc([N+](=O)[O-])cc1)S(=O)(=O)c1ccccc1)NC1CCCCCC1,5,-1
Cn1cnnc1-c1cccc(NS(=O)(=O)c2ccc(F)cc2)c1,-8,3
CC1CCC(=O)N(CCSc2ccccc2)CC1 (configuration not stated),-5,-7
CCN(CC)CCNC(=O)CC1CCN(C(=O)c2sc(-c3ccccc3)nc2C)CC1,-3,-8
COc1ccc(NC(=O)C2=C(C)NC(=O)NC2c2cccc(OC)c2OC)c(OC)c1 (configuration not stated),9,-8
Cc1cc(Br)ccc1OCC(=O)Nc1ccccc1CO,-9,1
Cc1ccccc1OCCOc1ccc(Cl)cc1C=O,-30,-5
CC(C)(C)C(=O)Nc1c2c(nn1-c1ccc(Cl)cc1)CSC2,27,-3

# Filtered by structure: the compounds so far containing a thiophene ring, fused or not.
SMILES,mHTT-CaM PPI inh,Pf apPOL inh
Cc1ccsc1C(=O)N1CCCC(c2nc(-c3cnccn3)n[nH]2)C1 (configuration not stated),21,19
CCCNC(=O)c1nc2ccccn2c1-c1ccsc1,-3,-1
Cc1ccc(NC(=O)OC(C)(C)C)s1,-4,.
CCN(CC)C(c1cccs1)c1c(O)[nH]c(=O)[nH]c1=O (configuration not stated),2,3
CC(C(=O)NCCN1CCCC1)C1CCN(S(=O)(=O)c2ccc(Cl)s2)CC1 (configuration not stated),-1,-1
CC1CCc2c(sc(NC(=O)c3cc4ccccc4o3)c2C#N)C1 (configuration not stated),-4,0
COc1c(C(=O)ON=Cc2ccc(Cl)cc2Cl)csc1Cl,.,-3
N#C/C(=C\c1ccc(Br)s1)C(N)=S,21,.
O=C(NCc1ccccc1)c1cccs1,-12,-14
O=C(c1cnccn1)N(Cc1cccs1)C1(C(=O)NC2CCCC2)CCCCC1,0,0
COCCNC(=O)C1(C)CCC(=O)N1Cc1cccs1 (configuration not stated),2,5
Cc1ccc(C(=O)Nc2ccc(-n3c(C)nc4ccccc4c3=O)cc2)s1,32,-10
O=C(CSc1ccc(F)cc1)N(Cc1ccsc1)C1CC1,-21,-1
COC(=O)c1c(NC(=O)CSc2ncnc3[nH]ncc23)sc2c1CCC2,-8,-5
COc1cccc(-n2nnc(C(=O)NCCc3cccs3)c2C)c1,15,-7
O=C(NCCN1CCOCC1)C1CCc2sc(C(=O)N3CCCCCC3)cc2C1 (configuration not stated),5,-2
